Assay outcomes as filed in PubChem.
mcGAS RapidFire = inhibitors of Mus musculus cyclic GMP-AMP synthase, initial high-throughput assay, cell-free, RapidFire MS. Q8C6L5. recombinant mouse cGAS, cGAMP by RapidFire MS. inhibition, % at 12.5 µM. 130,000 tested, 0.18% active;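 active means inhibition of cGAS enzyme activity at or above 60%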;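 further: enzyme stimulated by 45 bp dsDNA with ATP and GTP substrates; cGAMP share of summed cGAMP plus half ATP and half GTP signals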
Target sequence (Q8C6L5 whole entry, looked up): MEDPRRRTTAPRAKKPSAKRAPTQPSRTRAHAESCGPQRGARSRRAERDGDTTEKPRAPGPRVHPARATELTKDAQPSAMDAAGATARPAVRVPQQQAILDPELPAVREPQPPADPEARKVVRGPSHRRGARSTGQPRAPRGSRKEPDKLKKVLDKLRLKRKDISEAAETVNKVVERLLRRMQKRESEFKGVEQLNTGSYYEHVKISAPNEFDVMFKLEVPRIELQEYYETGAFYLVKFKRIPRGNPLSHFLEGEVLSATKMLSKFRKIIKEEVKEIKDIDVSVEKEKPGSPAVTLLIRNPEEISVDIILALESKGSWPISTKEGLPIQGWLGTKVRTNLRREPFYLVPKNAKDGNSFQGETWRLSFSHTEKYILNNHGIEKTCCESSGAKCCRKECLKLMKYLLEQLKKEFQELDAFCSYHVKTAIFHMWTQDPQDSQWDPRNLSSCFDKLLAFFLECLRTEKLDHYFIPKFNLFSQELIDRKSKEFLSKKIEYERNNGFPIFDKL
* marks the source's active call; other numbers are inactive results; & = joins results of further samples. These rows are one share of the data; the hit share may differ from the screen's.

| mcGAS RapidFire | Molecule |
| --- | --- |
| -1 | COc1ccc(C)cc1NC(=O)CCCN1C(=O)NC2(CCCC2)C1=O |
| -4 | CCOC(=O)C1CCCN(Cc2oc(CO)cc(=O)c2O)C1 (centres undefined) |
| 3 | CCOC(=O)C(CC)n1cnc2c(nnn2-c2ccccc2)c1=O (centres undefined) |
| -1 | COc1ccccc1/C=C1/N=C(c2ccc(C)c(C)c2)OC1=O |
| -8 | CCOC(=O)CC1COCCN1Cc1cn(-c2ccccc2)nc1-c1cccc(OC)c1 (centres undefined) |
| -10 | Cc1ccc(NC(=O)CC(=O)NCCN2CCCCC2CO)cc1Cl (centres undefined) |
| -8 | CCCCOC(=O)c1ccc(NC(=O)c2cc(=O)c(OC)c[nH]2)cc1 |
| -6 | COC(=O)c1cccc(C(=O)NC2CCN(C)C2=O)n1 (centres undefined) |
| -13 | Cc1nccn1-c1ccccc1CNC1CCc2ccccc2C1 (centres undefined) |
| -2 | CC(=O)NC(Cc1ccccc1F)C(=O)N1CCOC(COCc2ccccc2F)C1 (centres undefined) |
| -6 | CN(Cc1ccc(Br)cc1)C(=O)c1ccc[nH]1 |
| -34 | CCn1c(CO)cnc1SCc1cc(C)ccc1C |
| 0 | CC1CCN(CCCNC(=O)CCc2nc3sc4c(c3c(=O)[nH]2)CCCC4)CC1 |
| -8 | c1ccc(-c2cc(NC3CCCC3)nc3ccccc23)cc1 |
| -2 | O=C(Cn1ccnc1-c1ccnc(N2CCSCC2)c1)NCc1ccc(F)cc1 |
| -7 | CNc1nc(N2CC(c3ccncc3)C2)nc2c1CCC2 |
| -2 | COC(=O)Cc1c(-c2ccccc2)c2cc(Br)ccc2[nH]c1=O |
| -32 | Cc1cccc(S(=O)(=O)N2CCN(C(=O)c3cnn(C)c3C)CC2)c1 |
| -37 | O=C(c1csc(Cc2ccccc2)n1)N1CCC2(CCCNC2)C1 (centres undefined) |
| -3 | COc1cccc(-c2nn[nH]n2)c1O |
| -2 | Cc1c(CN2CCCC(C(=O)Nc3cccc(-n4cccn4)c3)C2)[nH]c2ccccc12 (centres undefined) |
| 4 | COC(=O)c1cc2c(=O)n(-c3ccccc3OC)ccc2nc1C |
| -1 | CCn1c(CN2CCC(C)CC2)nc2c1c(=O)n(C)c(=O)n2C |
| -5 | COCCOC(=O)c1c(C)nc2sc3c(c2c1-c1ccco1)CCC(C)C3 (centres undefined) |
| -42 | CCC1=NOC(CNC(=O)c2ccc(Cn3nc(C)cc3C)cc2)C1 (centres undefined) |
| -5 | O=S(=O)(CC1CCCCO1)Nc1cc(F)ccc1-n1cccn1 (centres undefined) |
| -5 | CC(C)(C)C1(OCSC#N)C(=O)N=CN=CN1Cc1ccccc1 (centres undefined) |
| -5 | Cc1cc(C)c(C)c(S(=O)(=O)N2c3cccc4cccc(c34)S2(=O)=O)c1C |
| -12 | Cc1cc(C(=O)N2C[C@H]3CC=CC[C@H]3C2)nc(C)n1 |
| -11 | O=C(COc1ccc(Br)cc1)Nc1cn[nH]c1 |

The last 7 compounds of the part before lead into the next.
| mcGAS RapidFire | Molecule |
| --- | --- |
| -5 | COCCOC(=O)c1c(C)nc2sc3c(c2c1-c1ccco1)CCC(C)C3 (centres undefined) |
| -42 | CCC1=NOC(CNC(=O)c2ccc(Cn3nc(C)cc3C)cc2)C1 (centres undefined) |
| -5 | O=S(=O)(CC1CCCCO1)Nc1cc(F)ccc1-n1cccn1 (centres undefined) |
| -5 | CC(C)(C)C1(OCSC#N)C(=O)N=CN=CN1Cc1ccccc1 (centres undefined) |
| -5 | Cc1cc(C)c(C)c(S(=O)(=O)N2c3cccc4cccc(c34)S2(=O)=O)c1C |
| -12 | Cc1cc(C(=O)N2C[C@H]3CC=CC[C@H]3C2)nc(C)n1 |
| -11 | O=C(COc1ccc(Br)cc1)Nc1cn[nH]c1 |
| -1 | Cc1ccc(C(=O)Nc2c(C)nc3ccccn3c2=O)cc1[N+](=O)[O-] |
| 40 | O=C(O)c1cc(-c2ccc(Cl)c(Cl)c2)ns1 |
| -15 | COc1cc2c(cc1CN1CCN3C(=O)CNC(=O)C3C1)OCCCO2 (centres undefined) |
| -3 | O=C(Cc1cccc2ccccc12)NN=Cc1ccc(O)cc1O |
| -4 | CC(=O)Nc1cnc(-c2ccc3c(c2)CCO3)cn1 |
| -12 | COc1cccc(/C=N\NC(=O)CSc2nnc(-c3ccccc3)n2-c2ccccc2)c1OC |
| 1 | CSCC(=O)NC(C)c1cnn(-c2ccccc2C)c1C (centres undefined) |
| 0 | Cc1ccc(Cl)cc1S(=O)(=O)NCC(c1cccn1C)N(C)C (centres undefined) |
| -3 | CCOC(=O)CCC(=O)Nc1ccc(F)c([N+](=O)[O-])c1 |
| -4 | Cc1cn2c3c(=O)n(CCc4ccccc4)c(=O)n(C)c3nc2n1CCCN1CCOCC1 |
| 13 | O=C(Cc1ccncc1)N1CC[C@@H](c2ccc3ccccc3c2)[C@H](O)C1 |
| -10 | CCCc1nc(C(C)(C)O)c(C(=O)OCc2oc(=O)oc2C)n1Cc1ccc(-c2ccccc2-c2nn[nH]n2)cc1 |
| -5 | O=[N+]([O-])c1ccccc1S(=O)(=O)NCC(c1cccc2ccccc12)N1CCOCC1 (centres undefined) |
| -12 | CC[C@@]1(C(=O)O)C[C@H](C(=O)N2CCCOCC2)[C@H](c2ccc(OC)cc2)N1C |
| -5 | CC1CN(C(C(=O)Nc2cnc3ccccc3c2)C(C)C)CC(C)O1 (centres undefined) |
| -4 | CC1(C(=O)NS(=O)(=O)c2cccc(OC(F)F)c2)CCN1C(=O)C1CCCCC1 (centres undefined) |
| -12 | Nc1ccnc(-c2cccc3cccnc23)c1 |
| 1 | COc1ccc2oc(=O)c(-c3csc(Nc4ccc(F)cc4)n3)cc2c1 |
| -5 | CC(C)(C)OC(=O)NNC(=O)CNC(=O)c1ccc(Br)o1 |
| -14 | Cc1cc(-c2cc(C(=O)O)c3cnn(C(C)C)c3n2)c(C)s1 |
| -5 | O=C1CC(c2ccco2)CC(O)=C1C=NCCN1CCNCC1 (centres undefined) |
| 11 | O=C(CCl)NC(c1ccccc1)c1cccs1 (centres undefined) |
| -6 | CCCS(=O)(=O)N1C[C@H]2OC(=O)N(CCc3cccc(Cl)c3)[C@H]2C1 |
| -14 | Cc1nc(C(F)(F)F)ccc1C(=O)N1CCC1(C)C(=O)NS(=O)(=O)c1ccc(C(C)(C)C)cc1 (centres undefined) |
| -2 | O=C(CN1CCCC1CN1CCCC1CO)Nc1ccccc1 (centres undefined) |
| -19 | NC(=O)c1c(NC(=O)C2C3C=CC(C3)C2C(=O)O)sc2c1CCCCCC2 (centres undefined) |
| -2 | CNC(=S)NNC(=O)c1cn(C)nc1C |
| -7 | CCCn1ccnc1CN1CC[C@H](CO)[C@H](O)C1 |
| 1 | NS(=O)(=O)c1ccc(CCNC(=O)c2cc(=O)c(OCc3ccccc3)co2)cc1 |
| -1 | CC(C)C1C(=O)NCCN1C(=O)Nc1cc(F)c(F)cc1Cl (centres undefined) |
| -10 | CCC(CC)N(CCOC)S(=O)(=O)c1cccc2nsnc12 |
| -10 | NC(=O)C(NCCOc1ccc(Cl)cc1)c1ccccc1 (centres undefined) |
| 7 | CCN(Cc1nc2cc(Cl)ccc2c(=O)[nH]1)C(=O)c1sccc1C |
| -4 | Cc1c(C#N)c(NC(=O)CN2CCOC(C)C2)n(C2CCCC2)c1C (centres undefined) |
| -12 | CC1(C(=O)Nc2cccc3cccnc23)CCN1C(=O)C1CCCCC1 (centres undefined) |
| -14 | Cc1cc(Cl)ccc1Nc1nc(Nc2ccc(F)cc2)nc2nccnc12 |
| -1 | CCOC(=O)c1nn(-c2ccccc2)c(=O)cc1OCC(=O)NCc1ccccc1OC |
| -7 | CC1C(=NO)C(C)C(c2ccccc2)NC1c1ccccc1 (centres undefined) |
| -12 | OCC1(O)CCN(Cc2cccc3nonc23)CC1 |
| -5&-5 | CN(Cc1ccc2nsnc2c1)Cc1nc(Cc2ccccc2Cl)no1 |
| -2 | Fc1cccc(Cl)c1-c1nccn1CCc1ccncc1 |
| -37 | Cc1ccc2c(c1)c1c3n2CCN(CCC#N)C3CCC1 (centres undefined) |
| -2 | CSc1ccccc1C(=O)Nc1ncn[nH]1 |
| -9 | O=C(CC1CSc2nc3c(c(=O)n21)CCC3)Nc1ccc(Oc2ccccc2)cc1 (centres undefined) |
| -5 | Cc1ccc(CC2CCCN(c3cn[nH]c(=O)c3Cl)C2)cc1 (centres undefined) |
| -4 | CCCCOc1ccc(NC(=O)Nc2ccccc2N2CCNC(=O)C2)cc1 |
| -6 | Cc1nonc1C1CCCN1Cc1cn(Cc2ccccc2)nc1-c1ccc2c(c1)OCO2 (centres undefined) |
| 5 | Cc1nc2ccc(Cl)cn2c(=O)c1NC(=O)c1ccc(C(F)(F)F)cc1 |
| -1 | COc1ccc(SCCC(=O)Nc2nc(-c3cc([N+](=O)[O-])cs3)cs2)cc1 |
| -4 | COCc1nn2c3c(cnc2c1-c1ccc(F)cc1)C(=O)CCC3 |
| -7 | Cc1ccc(S(=O)(=O)Nc2ccc(O)c(C(C(=O)OC(C)C)C(=O)C(F)(F)F)c2)cc1 (centres undefined) |
| -30 | O=[N+]([O-])c1nn(-c2cccc(C(F)(F)F)c2)n(O)c1=Nc1ccccc1 |
| -22 | Cc1cc(C)c(-c2cnc(-n3cnnc3)c(C)c2)c(C)c1 |
| -6 | CCn1c(SCC(=O)c2[nH]c(C)c(C(C)=O)c2C)nc2sc(C)c(C)c2c1=O |
| -10 | CC(=O)N1CCC(c2cccc(C(=O)N(C)C)c2)CC1 |
| -14 | Cc1cc(-c2ccc3c(c2)CCO3)cnc1N |
| -6 | CCc1nc(-c2ccc(-n3ccc(C(=O)N4CCC(N5CCCCC5)CC4)n3)cc2)no1 |
| -4 | OCCN1CCN(Cc2cc(Cl)c3cccnc3c2O)CC1 |
| 1 | O=C(CCBr)NC(=O)OCC(F)(F)C(F)F |
| 3 | CCOC(=O)c1cn2cccc(OC(=O)c3ccccc3)c2n1 |

Carrying on.
| mcGAS RapidFire | Molecule |
| --- | --- |
| -3 | CCOC(=O)C1Sc2ccccc2Oc2ccccc21 (centres undefined) |
| -6 | Cc1cc(NCc2cc(-c3ccco3)on2)nc(-c2cccnc2)n1 |
| 1 | CC(=O)N1CCc2cc(C(=O)N(C)CCOc3cccc(C)c3)ccc21 |
| -2 | Cc1cnc2n(c1=O)C(CC(=O)NCc1ccncc1)CS2 (centres undefined) |
| -1 | COc1ccccc1-c1c(C)[nH]n2c(=O)cc(CSc3nccc(C)n3)nc12 |
| 5 | CN(CCC1CCOCC1)C(=O)CC1C(=O)NCCN1Cc1cccs1 (centres undefined) |
| -7 | CC1CN(c2ccc(CNC(=O)C(C)NC(=O)c3ccoc3)cn2)CC(C)O1 (centres undefined) |
| -6 | O=C(CNC(=O)C1CCCCC1)NCCO |
| -11 | Cc1ccc(Sc2c(C)nn(C(=O)c3ccco3)c2C)cc1 |
| -22 | CC(=O)NCCc1cn(Cc2nc(-c3cc(F)cc(F)c3)oc2C)cn1 |
| 38 | CCC(Nc1ccc(NC(C)=O)c(OC)c1)c1ccc(F)cc1F (centres undefined) |
| -5 | Nc1nc(NCc2ccccc2)nc(N2CCN(Cc3ccccc3)CC2)c1[N+](=O)[O-] |
| -6 | COc1ccc(Nc2nc(N3CCN(C)CC3)nc3[nH]ncc23)cc1 |
| 15 | O=C1OCC(CO)(CO)N=C1NNc1ccc(Cl)c(Cl)c1 |
| -6 | CCC(=O)C1=C(c2ccc(Cl)cc2)N(C(=O)CC)n2c(CC)nnc2S1 |
| -12 | CCCc1ncncc1C(=O)NC1CC(=O)N(Cc2ccccc2Cl)C1 (centres undefined) |
| -6 | CCSC1=C(C#N)C(c2ccccc2)C(c2ccccc2)C(=O)N1 (centres undefined) |
| -5 | COCC(=O)NC(C)CN(C(=O)COC)c1ccccc1 (centres undefined) |
| -1 | COc1cccc(C(=O)NCC(c2cccc3ccccc23)N2CCCC2)c1OC (centres undefined) |
| -2 | Cc1c(C(=O)NC(C)CCC(C)C)sc2nc(-c3ccco3)[nH]c(=O)c12 (centres undefined) |
| -3 | CCCc1nc2c(c(=O)c3ccccc3n2C)c(=O)n1Cc1ccccc1 |
| 0 | CCn1c(=O)c2c(nc3n2CCCN3c2cccc(Cl)c2)n(C)c1=O |
| -11 | C=CCn1c(=O)c2c(nc3n2CCN3c2ccc(C)c(Cl)c2)n(C)c1=O |
| -3 | O=C(CCN1CCSC1=O)Nc1cc(Br)ccc1F |
| 4 | CSc1nc(C)c(CCC(=O)OC(C(=O)N(C)C)c2ccccc2)c(C)n1 (centres undefined) |
| -11 | O=C(COc1ccccc1)NCc1c(-c2ccccc2)nc2n1CCS2 |
| -9 | COc1ccc(-c2nnc(SCC(=O)N/N=C\c3ccc(F)cc3)n2-c2ccccc2)cc1OC |
| -28 | Cc1ccccc1-c1cc(O)c2c(c1)CN(C(=O)CC(F)(F)F)CCO2 |
| 2 | Cc1cc(C)n(NC(=O)c2ccc(Oc3ccccc3)cc2)c(=O)c1C#N |
| -11 | CN(CC(=O)NCC(O)c1ccccc1C(F)(F)F)c1cnccn1 (centres undefined) |
| -7 | COc1ccc(CN2CCN(C)C[C@@H]2c2ccccc2)c(OC)c1OC |
| -10 | CN(Cc1cccnc1)C(=O)CC1C(=O)NCCN1CCCc1ccccc1 (centres undefined) |
| -4 | Cc1ccc(C2=Nc3nnnn3C(c3cccc(C)c3)C2)cc1 (centres undefined) |
| -1 | CCn1nnnc1NCc1cc(OC)c(OC)c(OC)c1 |
| -12 | Cc1cccc(-c2nc(C(C)C)no2)c1N |
| -6 | COC(=O)C1(C)CC2(C)CC(C)(C1)C(=O)N(C)C2=O (centres undefined) |

Three entries already listed, ordered by the value under mcGAS RapidFire, highest first:
| mcGAS RapidFire | Molecule |
| --- | --- |
| -1 | CCn1nnnc1NCc1cc(OC)c(OC)c(OC)c1 |
| -4 | Cc1ccc(C2=Nc3nnnn3C(c3cccc(C)c3)C2)cc1 (centres undefined) |
| -7 | COc1ccc(CN2CCN(C)C[C@@H]2c2ccccc2)c(OC)c1OC |

Given as labelled records: part of the list above.
CCc1nc(-c2ccc(-n3ccc(C(=O)N4CCC(N5CCCCC5)CC4)n3)cc2)no1
  mcGAS RapidFire = -6
CCCCOc1ccc(NC(=O)Nc2ccccc2N2CCNC(=O)C2)cc1
  mcGAS RapidFire = -4
Cc1cc(Cl)ccc1Nc1nc(Nc2ccc(F)cc2)nc2nccnc12
  mcGAS RapidFire = -14
